Assay outcomes as filed in PubChem.
Salmonella PhoP GFP: inhibitors of PhoP regulon expression, primary screen, Salmonella Typhimurium, GFP reporter (AID 1863); S. Typhimurium PhoP-regulated promoter GFP reporter, 4 h; higher % means a stronger effect; inhibition, % at 50 µM; hits with a dose series show IC50 in µM; actives 0.16% (n = 300,000);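 active = inhibition over 29.93%, a cutoff 3 SD above the screen mean, later confirmed by dose response; inconclusive = inhibition over 29.93% but no dose response follow-up; inactive = inhibition at most 29.93% or unconfirmed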;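 also: 0% = low Mg2+ inducing control and 100% = high Mg2+ repressing control; strong numbers were not always called active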
T cell modulator: T cell immune modulation candidate. 2C CD8+ T cell-vesicle binding, flow cytometry; active compounds read low. calls only at 7 µM. actives 0.068% (n = 330,000);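 active = response, share of CD8 T cells binding vesicles, and their 90th percentile fluorescence all below set limits, cut at about 80% in these data, passing the limit was not always enough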
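Test system: purified 2C TCR transgenic mouse naive CD8+ T cells. Probe or stimulus: QL9-peptide-loaded Drosophila micro-vesicles bearing Ld, ICAM-1 and B7-1. Incubation: binding step 1.5 h, 37 °C, antibody labelling 20 min, ice. Measured by: flow cytometry of vesicle-bound cells.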
K1F lysis inhibition: inhibition of K1F phage lysis, E. coli UTI89, bacterial capsule biogenesis inhibitors, alamar blue (AID 488966). E. coli UTI89 K1F phage lysis, alamar blue, 2 h; higher % means a stronger effect. inhibition, % at 100 µM; hits with a dose series show IC50 in µM. actives 0.02% (n = 340,000);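 active = phage lysis inhibition, versus mean bacterial control, above a set limit; inconclusive = no clear call, values can overlap the other calls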;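 also: capsule biogenesis inhibitors block K1F phage lysis so surviving cells raise fluorescence; higher fluorescence means more inhibition of phage lysis; actives were called in the ten point dose series up to 300 µM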
NTR1 ag: agonists of NTR1, primary screen, imaging, U2OS cells, beta-arrestin-GFP, high content (AID 493036) | P30989 | NTR1-U2OS beta-arrestin-GFP spot imaging, agonist mode | activation, % at 20 µM | actives 0.17% (n = 330,000);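 active = activation at or above 40% of the spot to cytoplasm intensity ratio, with at least 20 cells analyzed; inconclusive = wells under 20 cells, flagged as cytotoxic or low count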;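 also: 0% = DMSO without peptide and 100% = 100 nM NTR1 peptide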
Target sequence (P30989 whole entry, looked up): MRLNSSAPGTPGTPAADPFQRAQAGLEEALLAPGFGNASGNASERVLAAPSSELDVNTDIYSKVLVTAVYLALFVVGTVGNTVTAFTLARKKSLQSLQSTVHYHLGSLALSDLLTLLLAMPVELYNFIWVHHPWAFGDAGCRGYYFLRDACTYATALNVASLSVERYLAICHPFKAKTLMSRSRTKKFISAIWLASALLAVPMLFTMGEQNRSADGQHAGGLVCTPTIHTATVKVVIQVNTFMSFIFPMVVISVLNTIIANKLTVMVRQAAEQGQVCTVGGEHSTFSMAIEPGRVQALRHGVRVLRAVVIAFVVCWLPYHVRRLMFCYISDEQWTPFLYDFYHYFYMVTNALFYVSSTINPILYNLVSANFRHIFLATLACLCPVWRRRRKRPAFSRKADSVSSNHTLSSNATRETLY
Rac1 GTP hydrolysis: MgcRacGAP GTPase-activating activity inhibitors, confirmation, biochemical, ADP Hunter fluorescence | MgcRacGAP-stimulated Rac1 GTP hydrolysis, ADP Hunter fluorescence; higher % means a stronger effect; GST-tagged Rac1 F28L mutant substrate | inhibition, % at 30 µM, or IC50 in µM where a hit was titrated | actives 0.6% (n = 340,000);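 active = first-screen hits whose inhibition reached a set limit at any dose in the follow-up dose series; inconclusive = inhibition above the set first-screen limit but never retested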;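 also: fluorescence reports GDP produced by GAP-driven GTP hydrolysis; strong numbers were not always called active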
SV40 large T antigen: SV40 large T antigen inhibitors, biochemical (AID 1903); one-dose inhibition, % at 20 µM; IC50 in µM for titrated hits; SV40 large T antigen ATPase/helicase inhibition assay; higher % means a stronger effect; actives 0.39% (n = 310,000); in the data active = a potency from the dose series; inconclusive = inhibition mostly from about 32% at the one dose, without a potency; inactive = the rest, 99 in 100 with inhibition below about 32%; also: strong numbers were not always called active
RSV antiviral HEp-2: RSV antiviral activity via CPE protection, HEp-2 cells, primary 10 µM value included (AID 2391); HEp-2 cells, RSV-induced CPE inhibition; higher % means a stronger effect; one-dose CPE inhibition, % at 10 µM; IC50 in µM for titrated hits; actives 0.13% (n = 310,000); in the data active = a potency from the dose series; inconclusive = CPE inhibition mostly from about 23% at the one dose, without a potency; inactive = the rest, 99 in 100 with CPE inhibition below about 21%; also: strong numbers were not always called active
NS5 inhibitors: Dengue-2 NS5 methyltransferase inhibitors, primary screen, biochemical, confirmation dose response (AID 588689) | Dengue-2 NS5 methyltransferase capping enzyme assay, biochemical; higher % means a stronger effect | inhibition, % at 25 µM; hits with a dose series show IC50 in µM | actives 0.3% (n = 340,000); in the data active = a potency from the dose series; inconclusive = inhibition above about 29% without an active follow-up result
West Nile virus CPE: West Nile virus antiviral activity, cell-based, CPE readout (AID 1621); CPE inhibition, % at 10 µM, or IC50 in µM where a hit was titrated; West Nile virus-infected cells, CPE inhibition; higher % means a stronger effect; actives 0.02% (n = 290,000); in the data active = a potency from the dose series; inconclusive = CPE inhibition mostly from about 3.7% at the one dose, without a potency; inactive = the rest, 99 in 100 with CPE inhibition below about 2.2%; also: strong numbers were not always called active
T cell modulator vesicle-bound %: further read-out of T cell modulator, marked with its call; double positive events, %; measured here: CD8+ vesicle-bound cell fraction;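 binding gate set so that unloaded-vesicle control wells show 10% double positive cells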
NTR1 ag cell count 20 µM: further read-out of NTR1 ag, marked with its call; cell count; measured here: cell count, cytotoxicity flag
Starred values were filed as active, the others as inactive; i = inactive; ? = inconclusive; / = no result given; & = joins results of further samples; [ ] = another dose, or the depositor's remark. Outcome played no part in choosing rows. Share with any hit: about 1.5%.

Order of values – Salmonella PhoP GFP | T cell modulator | T cell modulator vesicle-bound % | K1F lysis inhibition | NTR1 ag | NTR1 ag cell count 20 µM | Rac1 GTP hydrolysis | SV40 large T antigen | RSV antiviral HEp-2 | NS5 inhibitors | West Nile virus CPE
COc1ccc(N2CCN(C(=O)Cn3c(=O)[nH]c4ccsc4c3=O)CC2)cc1
  -1% | i | 62 | -0.2% | 2.2 | 74 | 8% | 14% | 2.6% | 1% | -0.2%
c1cncc(C2Nc3ccccc3-c3nc4ccccc4n32)c1 (centres undefined)
  8% | i | 13 | 4.3% | 7.4 | 56 | 7% | 4% | -0.5% | 1% | 0.2%
O=C(Nc1nnc(SCc2ccc(F)cc2)s1)C1=COCCO1
  / | i | 37 | 0.7%[50 µM] | -0.1 | 60 | 7% | / | -0.5% | 3% | /
COc1cccc(-c2cc(C(=O)N3CCN(S(=O)(=O)c4ccccc4)CC3)[nH]n2)c1
  / | i | 36 | 6.6% | 0.2 | 58 | -4% | / | 0.6% | 0% | 0.5%
COc1ccccc1OCCNC(=O)c1c(-c2ccccc2Cl)noc1C
  -2% | i | 55 | -0.1% | 1.6 | 79 | 7% | 1% | 6.8% | -1% | -0.4%
COc1ccc(C(=O)NN=C2CCCC2)cc1
  -4% | i | 46 | -0.4% | 1.4 | 65 | 0% | 17% | -1.8% | 2% | -0.3%
O=[N+]([O-])c1cc(-c2nnc(N3CCOCC3)c3ccccc23)ccc1N1CCOCC1
  -10% | i | 50 | 0.1% | 1.0 | 79 | 15% | 9% | 9.8% | -8% | -0.1%
Cc1nc(NC(=O)c2ccco2)sc1C(=O)O
  -13% | i | 42 | 0.0% | / | / | 1% | 13% | 0.1% | -2% | 0.0%
COc1cc(C)c(Br)cc1S(=O)(=O)NCc1ccccc1
  6% | i | 28 | 0.8% | 1.9 | 42 | -1% | 1% | 0.2% | -3% | 0.9%
Cc1c(C(=O)N(C)C(C)c2ccncn2)oc2c(F)cccc12 (centres undefined)
  -9% | i | 36 | 0.4% | 2.3 | 71 | 1% | 7% | 4.3% | 0% | -0.2%
Cc1cccc(C)c1OCC(O)CN1CCCCC1 (centres undefined)
  3% | i | 29 | 0.3% | -0.5 | 45 | -6% | 6% | 1.5% | -8% | 0.0%
O=C1/C(=C/c2ccsc2)N2CCC1CC2
  -83% | i | 12 | -1.9% | 1.4 | 45 | 2% | 1% | 2.4% | 8% | 0.3%
O=C(NCc1ccco1)C12CC3CC(C1)CC(C(=O)NCc1ccco1)(C3)C2
  0% | i | 33 | 0.0% | -1.6 | 75 | 5% | 5% | 0.9% | -4% | -0.2%
CCC(C)(C)n1nnnc1C(c1cc2cc3c(cc2[nH]c1=O)OCO3)N1CCN(C)CC1 (centres undefined)
  -6% | i | 46 | 7.9% | 0.7 | 74 | -2% | 7% | 1.1% | -7% | 0.1%
Cc1nnc(SCc2nnc(-c3cccs3)o2)n1C1CCCCC1
  0% | i | 21 | -0.6% | 1.1 | 45 | 6% | 6% | -2.7% | -4% | 0.4%
O=C(NCc1ccccn1)c1cc(-c2ccccc2Cl)on1
  -3% | i | 39 | 4.7% | -0.8 | 54 | 10% | -2% | 2.8% | -3% | -0.5%
CCCCNC(=O)Cc1c(OC)ccc2cc(Br)ccc12
  -4% | i | 43 | 2.6% | 0.6 | 43 | 6% | 9% | 9.8% | 1% | -0.5%
O=C(/C=C/c1cccc2ccccc12)N1CCOCC1
  0% | i | 25 | 0.7% | -1.6 | 57 | 11% | 7% | 1.1% | -4% | -0.1%
Cc1sc2nc(CSC(C)C(=O)Nc3ccccn3)[nH]c(=O)c2c1C (centres undefined)
  / | i | 29 | 0.6%[50 µM] | -1.4 | 59 | 8% | / | 2.1% | -8% | /
CCN1CCCC1CNC(=O)C(=O)Nc1ccccc1 (centres undefined)
  5% | i | 54 | 0.3% | -1.1 | 69 | -2% | 18% | -0.4% | 4% | /

Next section, starting with the last 6 of the part before.
Order of values – Salmonella PhoP GFP | T cell modulator | T cell modulator vesicle-bound % | K1F lysis inhibition | NTR1 ag | NTR1 ag cell count 20 µM | Rac1 GTP hydrolysis | SV40 large T antigen | RSV antiviral HEp-2 | NS5 inhibitors | West Nile virus CPE
Cc1nnc(SCc2nnc(-c3cccs3)o2)n1C1CCCCC1
  0% | i | 21 | -0.6% | 1.1 | 45 | 6% | 6% | -2.7% | -4% | 0.4%
O=C(NCc1ccccn1)c1cc(-c2ccccc2Cl)on1
  -3% | i | 39 | 4.7% | -0.8 | 54 | 10% | -2% | 2.8% | -3% | -0.5%
CCCCNC(=O)Cc1c(OC)ccc2cc(Br)ccc12
  -4% | i | 43 | 2.6% | 0.6 | 43 | 6% | 9% | 9.8% | 1% | -0.5%
O=C(/C=C/c1cccc2ccccc12)N1CCOCC1
  0% | i | 25 | 0.7% | -1.6 | 57 | 11% | 7% | 1.1% | -4% | -0.1%
Cc1sc2nc(CSC(C)C(=O)Nc3ccccn3)[nH]c(=O)c2c1C (centres undefined)
  / | i | 29 | 0.6%[50 µM] | -1.4 | 59 | 8% | / | 2.1% | -8% | /
CCN1CCCC1CNC(=O)C(=O)Nc1ccccc1 (centres undefined)
  5% | i | 54 | 0.3% | -1.1 | 69 | -2% | 18% | -0.4% | 4% | /
CCCCNc1oc(-c2ccc(OC)cc2)nc1S(=O)(=O)c1ccccc1
  11% | i | 21 | 3.6% | 3.3 | 51 | 6% | 4% | 3.2% | -6% | -0.1%
O=C(Cn1cnc2ccccc21)Nc1ccc(SC(F)F)cc1
  7% | i | 64 | -0.4% | -0.6 | 25 | 5% | 2% | -0.6% | 5% | -1.8%
COC(=O)C1=C(C)NC(C)=C(C(=O)OC)C1c1ccc2ccccc2n1
  -4% | i | 24 | 0.4% | -6.2 | 74 | 7% | 9% | 6.0% | 6% | -0.5%
CCCCN(CC)Cc1ccc(CNC(=O)Nc2ccc(OCC)cc2)o1
  5% | i | 59 | 7.2% | -0.9 | 57 | 9% | -2% | -0.4% | -11% | -0.1%
CCNC(=O)CCc1nc(-c2ccc(C)cc2)no1
  -1% | i | 44 | -0.1% | 2.1 | 39 | 8% | 5% | 2.1% | -12% | 1.0%
O=C1CC(C(=O)N(CC2CCCO2)C(C(=O)NC2CCCCC2)c2ccncc2)CS1 (centres undefined)
  -9% | i | 41 | 0.1% | -0.6 | 66 | 3% | 2% | 1.2% | 0% | 0.2%
CCN(C(=O)c1nn(-c2ccc(OC)cc2)c(=O)c2c1c1ccccc1n2C)c1ccc(OC)cc1
  -5% | i | 61 | 0.3% | 1.3 | 74 | 11% | 8% | 2.3% | -6% | 0.0%
Cc1ccc(NC(=S)c2ccc(N(C)C)cc2)cc1
  -1% | i | 38 | 2.5% | 2.1 | 35 | 5% | -10% | 9.0% | -4% | -0.5%
CCOC(=O)c1c(C)c(C(=O)Nc2ccccc2)c(C)n1CC
  4% | i | 58 | 2.3% | 2.1 | 62 | -2% | 10% | 0.8% | -11% | /
COc1cc2[nH]c(=O)n(Cc3ccc(C(=O)NC4CCN(Cc5ccccc5)CC4)cc3)c(=O)c2cc1OC
  4% | i | 24 | 0.0% | 5.0 | 50 | 7% | 6% | -0.6% | -1% | -1.0%
Cc1cc(C(=O)NNC(=O)c2ccccc2F)c2ccccc2n1
  / | i | 26 | -0.5% | -0.7 | 51 | 5% | / | 0.2% | -7% | /
O=C(CCN1C(=O)c2ccccc2S1(=O)=O)Nc1cc(Cl)ccc1Cl
  10% | i | 27 | -0.5% | 3.2 | 63 | 3% | 10% | -0.9% | 2% | /
CN(C)S(=O)(=O)c1cccc(NC(=O)c2cncc(Br)c2)c1
  -7% | i | 7 | 2.0%[50 µM] | 2.6 | 74 | 6% | 2% | 0.9% | 6% | 0.1%
COc1ccc(CN=Cc2c(C(F)(F)F)[nH][nH]c2=O)cc1
  27% | i | 29 | 5.9% | 1.5 | 62 | 0% | 6% | 1.9% | 11% | -0.1%
O=C(/C=C/C(=O)NCc1cccs1)NCc1cccs1
  -1% | i | 28 | -0.7% | -1.3 | 39 | 0% | 15% | 3.0% | 7% | -0.1%
Cc1ccc(NC(=O)NC(=S)NC(=O)c2ccccc2)cc1
  0% | i | 24 | 0.7% | 4.2 | 42 | 3% | 1% | 6.1% | 0% | -0.3%
C[C@H]1[C@H](C)CC[C@]2(C(=O)O)CC[C@]3(C)C(=CC[C@@H]4[C@@]5(C)CC[C@H](O)C(C)(C)[C@@H]5CC[C@]43C)[C@H]12
  -5%&-3% | i | 64 | 4.3% | 13 | 50 | 12% | 19% | 39% | 14% | -0.5%
CCOC(=O)Cn1c(=NC(=O)c2ccc([N+](=O)[O-])s2)sc2ccccc21
  -11% | i | 45 | -1.1% | 14 | 46 | 1% | 10% | 14% | ? | -0.6%
O=C(CSc1n[nH]c(-c2ccccn2)n1)Nc1ccc(F)cc1
  -3% | i | 25 | -0.3% | 0.4 | 54 | -1% | 1% | 4.7% | -7% | ?
CCn1c(SCC(=O)c2ccccc2)nnc1-c1cnccn1
  8% | i | 14 | 0.1% | -0.7 | 78 | 9% | 5% | 0.4% | -6% | 1.4%

Following part:
SMILES | Salmonella PhoP GFP | T cell modulator | T cell modulator vesicle-bound % | K1F lysis inhibition | NTR1 ag | NTR1 ag cell count 20 µM | Rac1 GTP hydrolysis | SV40 large T antigen | RSV antiviral HEp-2 | NS5 inhibitors | West Nile virus CPE
COC(C[C@H](O)C[C@@H](O)[C@@H](C)OCc1ccccc1)OC | -3% | / | / | 1.0% | -1.1 | 54 | 2% | / | / | 0% | 0.1%
Cc1ccccc1CS(=O)(=O)CC(O)CN1CCCC1=O (centres undefined) | -5% | i | 51 | 0.0% | 0.0 | 93 | 12% | 8% | 0.6% | -6% | 0.5%
COc1cc(Cl)c(C)cc1NC(=O)CSc1ccc(NC(C)=O)cc1 | 0% | i | 40 | 1.0%[50 µM] | 1.2 | 71 | 10% | 5% | ? | -5% | 0.1%
CC(C)(C)C(=O)/C=C(\N)c1ccccn1 | -13% | i | 45 | 0.0% | 1.2 | 52 | 2% | 5% | 1.6% | -8% | 1.0%
COc1cccc(OCc2nnc(SCC(=O)NNC(=O)C3CCCCC3)n2C)c1 | -1% | i | 60 | 0.1% | 1.6 | 73 | 10% | -3% | 0.1% | -5% | 0.5%
